HIF activator: HIF pathway transcriptional activators, primary screen, cell-based, U2OS HRE-luciferase, luminescence; U2OS HRE-luciferase reporter; normalized: DMSO 0%, desferrioxamine 100%; activation, % at 7.5 µM (by protocol); 300,000 compounds, 0.32% hits; AID 1910, 2009;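 active = mean activation of at least 10% of the iron chelator positive control signal, with at least half of replicates also reaching 10%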
aSyn 5UTR inh: MLPCN primary screen, SNCA 5' untranslated region | 300,000 compounds, 0.82% hits | inhibition, % (tested at 7.5 µM) | alpha-synuclein 5'UTR reporter, inhibitor activity | AID 1813, 2009; in the data active = inhibition above about 60%;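 also: H4 neuroglioblastoma cells stably carrying SNCA 5'UTR luciferase fusion; 0% = DMSO wells and 100% = positive control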
KLF5 inh: KLF5 expression inhibitors, primary screen, DLD-1 cells, luminescence. DLD-1 KLF5 promoter-luciferase reporter. inhibition, % at 5 µM. 290,000 compounds, 0.23% hits;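 active = inhibition above a per-plate limit of that plate's mean compound inhibition plus 3 SD, cut at about 60% in these data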;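 also: 0% = DMSO wells and 100% = LY294002 at 200 µM; higher means less KLF5 promoter-driven luciferase light; inactives centre near -14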
HSP90 refold inh: HSP90 inhibitors, primary screen, cell lysate, luminescence; Heat shock protein HSP 90 (rabbit reticulocyte lysate; luciferase refolding); Rabbit reticulocyte lysate, luciferase refolding luminescence, 3 h; inhibition, % at 5.6 µM; 290,000 compounds, 0.91% hits;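 active = inhibition above the screen-wide mean plus 3 SD, computed separately per campaign, cut at about 16% in these data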;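 also: 0% = DMSO wells and 100% = 60 µM geldanamycin wells; inhibitors lower the luminescence because luciferase stays unfolded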
AI-2 QS modul: Vibrio harveyi AI-2 quorum sensing modulators, primary screen, JMH597 strain, luminescence/OD600 ratio; activity change, % at 7.5 µM; 300,000 compounds, 0.4% hits; AID 2094, 2009; Vibrio harveyi JMH597 AI-2 luminescence/OD600 ratio, 9 h; active compounds read low; strain lacks LuxN and CqsS sensors; 0 = neutral-control median; in the data active = activity change below about -75%, passing the limit was not always enough;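 also: luminescence divided by OD600 gain over 9 h not by final OD600 alone; inactives centre near 13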
HSF1 activator: HSF-1 activators, primary screen, NIH3T3-HGL cells, MG132 stress, luminescence, single point | NIH3T3-HGL HSF-1 luciferase reporter, 8 h; 100% = twice DMSO control signal | activation, % at 9 µM | 300,000 compounds, 1.7% hits;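 active = mean replicate activation of at least 50% with a set share of replicates each reaching 50%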;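 also: 0% = median of the neutral control wells and 100% = twice that signal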
HSF1 inhib: HSF1 inhibitors in luciferase reporter cells, primary screen, cell-based, NIH3T3, luminescence | activity change, negative = inhibition, % at 7.5 µM (by protocol) | NIH3T3-HGL HSE-luciferase, MG132-induced, luminescence 8 h; active compounds read low | 300,000 compounds, 0.77% hits;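 active = more than half of replicate wells show activity change below -50%, luminescence cut by over half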;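 also: luciferase reports HSF-1 transcriptional activity via heat shock element; 0% = median of DMSO wells and -100% = zero luminescence signal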
IEC-6 tox: cytotoxicity in IEC-6 intestinal epithelial cells, primary screen, cytotoxicity control for KLF5 inhibitor project, cell-based, luminescence; IEC-6 cytotoxicity, luminescence viability; inhibition, % at 5 µM; 290,000 compounds, 0.78% hits; in the data active = inhibition above about 22%;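 also: 0% = plate median of test compound wells and 100% = cytotoxic reference compound wells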
Platelet DG rel: inhibitors of platelet dense granule secretion, primary screen, cell-based, MLPCN, human platelets; human platelet-rich plasma, SFLLRN dense granule ATP release, luminescence; inhibition, %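 (compounds screened at 7.5 µM in platelet-rich plasma)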; 300,000 compounds, 0.22% hits; AID 1663, 2009;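 active = mean replicate score, as percent of positive control, at or above 50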
SKKanGAS inh: S. pyogenes SKKanGAS growth inhibitors in kanamycin, primary screen, streptokinase expression inhibitor project, SKKanGAS strain, BacTiter-Glo luminescence; 6 h; inhibition, % at 7.5 µM; 300,000 compounds, 1.3% hits; AID 1662, 2009;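 active = mean replicate score, as percent of positive control median, at least 50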;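 also: strain carries kanamycin resistance gene driven by streptokinase promoter and grows in 40 µg/ml kanamycin; loss of luminescence reflects streptokinase promoter inhibition or plain growth inhibition; 0% = median of DMSO wells and 100% = positive control at its reference dose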
Numbers without * were called inactive; nt = not tested or not shown.

SMILES	HIF activator	aSyn 5UTR inh	KLF5 inh	HSP90 refold inh	AI-2 QS modul	HSF1 activator	HSF1 inhib	IEC-6 tox	Platelet DG rel	SKKanGAS inh
CC(Oc1ncnc2ccccc12)C(=O)Nc1cccc(S(=O)(=O)N2CCOCC2)c1 (centres undefined)	0.2	5	4	5	32	1	-10	-1	2	-1
CCCN(CC1CC1)C(=O)CCc1nnc(CCc2c[nH]c3ccccc23)o1	0.1	-11	2	-1	27	6	3	2	7	4
CCCN(CCO)Cc1ccc(Br)cc1	-0.4	-16	-22	-1	27	6	1	-2	-12	-4
CC(C)CCNC(=S)Nc1ccccc1F	0.3	-4	-28	0	1	13	-4	-2	-2	1
O=C(Nc1nnc(S(=O)(=O)Nc2ccccc2)s1)c1ccccc1Cl	0.3	-2	-10	-1	49	6	4	6	-7	19
OCCCc1ccc(O)c(O)c1	0.1	1	-11	-3	4	1	-5	-4	0	-2
CN(C)CC(O)COc1cccc(OCC(O)CN(C)C)c1 (centres undefined)	0.2	-8	-6	-3	14	-6	3	-2	nt	4
COCP(=O)(c1ccccc1)c1ccccc1	0.0	-5	-19	-2	16	2	6	1	6	3
CCN1CCN(c2ccc(S(=O)(=O)N3CCCCC3)cc2NC(=O)c2ccc([N+](=O)[O-])s2)CC1	-1.1	14	nt	nt	7	36	16	nt	-6	-2
O=C(Cc1ccc(S(=O)(=O)N2CCOCC2)s1)Nc1nc2c(s1)CCCC2	-1.6	17	-51	-3	5	-6	-3	-7	-1	25
CN(CC(=O)Nc1cccc(F)c1)C(=O)c1ccc(COc2ccccc2)o1	0.4	3	nt	nt	-3	4	2	nt	5	21
Cc1cc2c(cc1C)-c1nnc(-c3ccc4ccccc4n3)n1C(C)(C)C2	-0.3	2	1	-2	14	6	-1	4	-10	4
O=C(CCc1ccccc1)Nc1ccc(S(=O)(=O)N2CCOCC2)cc1	0.2	-2	13	2	23	-10	-2	6	1	0
Cc1ccc(NC(=O)N2CCCC2C(=O)NCCc2ccccc2)cc1 (centres undefined)	0.4	-6	-34	0	29	-8	-5	0	12	2
CS(=O)c1nc(-c2ccc(Br)cc2)cc(-c2ccccc2)c1C#N (centres undefined)	-4.3	120*	-6	2	-3	56*	40	3	3	-1
COc1cc(C(=O)NC2CCN(CC(=O)Nc3cccc(C)c3C)CC2)cc(OC)c1OC	0.5	6	-19	3	nt	-21	-3	1	2	5
CS(=O)(=O)N(CC(=O)N1CCCC1)Cc1ccc(Cl)cc1	-0.2	28	-11	-5	17	3	1	-4	-8	3
CCCCn1c(-c2ccccc2)cnc1SCC(=O)NCCc1ccc(OC)c(OC)c1	2.5	-136	12	5	18	-26	-14	4	0	-2
CCOC(=O)N1CCN(C(=O)c2ccccc2NC(=O)c2ccc(F)cc2)CC1	0.1	-2	-8	3	8	2	1	3	13	6
COc1cc(CN2CCNC(=O)C2CC(=O)NC2CCCCC2)cc(OC)c1 (centres undefined)	-0.2	17	-25	3	17	-2	1	-1	-12	8
CCOc1ccc(NC(=O)CN(C)C(=O)c2ccc3[nH]c4c(c3c2)CC(C)CC4)cc1OCC (centres undefined)	0.3	-8	nt	nt	34	-2	2	nt	-4	2
Cc1ccc2oc(-c3cccc(NC(=O)c4ccccn4)c3)nc2c1	2.4	-96	-62	3	42	5	7	1	-1	2
CC(C)Cn1c(N)c(C(=O)COC(=O)[C@@H]2CCCN2C(=O)c2cccs2)c(=O)n(C)c1=O	-1.0	13	-7	1	29	10	-13	-3	1	-10
O=S(=O)(Nc1cccnc1)c1cc(Cl)ccc1Cl	-0.1	12	-10	-4	14	2	-5	-3	5	10
CCOc1ccc(Nc2nc3c(c(=O)[nH]2)CCC3)cc1	-0.2	-36	7	2	14	nt	nt	4	8	nt
O=S(=O)(c1ccccc1)c1cnc(-c2cccnc2)nc1-c1ccc(Cl)c(Cl)c1	-0.7	-12	-3	3	35	-2	-4	4	-1	1
Cc1cc2cc(CN(CCN3CCOCC3)C(=O)Nc3ccccc3F)c(=O)[nH]c2cc1C	-0.1	14	1	-2	-14	-7	6	-1	12	-1
Cc1c(C(=O)N2CCOCC2)c(S(=O)(=O)Nc2ccccc2F)c(C)n1C	-0.9	21	-47	0	10	6	6	-6	1	-2
NC(=O)C1CCN(c2oc(-c3ccccc3F)nc2S(=O)(=O)c2ccc(Cl)cc2)CC1	0.7	0	-20	0	23	-2	3	-6	4	3
COc1ccc(-c2csc(NC(=O)c3ccoc3C)n2)cc1	4.7	-124	-56	-1	0	24	23	-3	1	-1
Cc1ccc(NC(=O)CSc2nnc([C@H](C)NC(=O)OC(C)(C)C)o2)c(C)c1	-0.9	1	0	4	-2	9	2	4	-7	-2
OCCC1CN(Cc2ccc3c(c2)CCO3)CCN1C1CCCC1 (centres undefined)	-0.1	-4	9	-2	10	5	-3	-3	1	7
Cc1nc(NC(=O)c2ccc(Br)o2)sc1C	3.2	-129	-121	5	13	34	10	3	2	4
Cc1cc(C)nc(SCC2COc3ccccc3O2)n1 (centres undefined)	0.6	-71	-22	-5	24	4	10	3	1	5
Cc1ccc(-c2ccc(SCC(=O)c3ccccc3)nn2)cc1	0.4	-65	-38	0	8	11	11	4	5	-11
C/C(=N\OC(=O)c1ccccc1)c1cc(-c2ccc(Cl)cc2)no1	2.0	-152	-15	0	17	0	15	2	0	-3
S=C(Cc1ccccc1)NCCc1ccccc1	1.8	-13	nt	nt	-6	6	-1	nt	-2	4
CCOc1ccc(NS(=O)(=O)c2ccc(NC(C)=O)c(OC)c2)cc1	-0.7	1	-29	6	29	30	4	0	-3	-13
COc1ccc(-c2cc(C(=O)Nc3cnn(Cc4ccccc4C)c3)no2)cc1OC	-1.6	14	-34	-3	27	-27	-15	-3	10	-6
Cc1nc(-c2ccc(F)cc2)c(CC(=O)Nc2cccc(S(=O)(=O)N3CCOCC3)c2)s1	-0.2	4	nt	nt	2	4	5	nt	8	49
CCCCNC(=S)N(CCN(CC)CC)Cc1cc2cc3c(cc2[nH]c1=O)OCCO3	0.3	6	9	10	-13	6	-5	5	7	0
O=C(NC1CCCCC1)C1CC(=O)N(Cc2ccccc2)C1 (centres undefined)	-0.5	-12	-17	0	8	-10	-4	-2	-25	-1
COc1ccc(CNc2nc(-c3cccnc3)nn2C(C)=O)cc1	-0.4	1	-26	2	26	15	6	-2	0	-2
CC(C)Oc1ccc(C2c3c(oc4ccccc4c3=O)C(=O)N2CCCN2CCOCC2)cc1 (centres undefined)	1.2	-76	-26	-3	1	-5	-3	5	0	0
C(=N\Nc1nc(N2CCCC2)nc(N2CCCC2)n1)/c1cccnc1	0.0	-17	-5	0	11	6	-6	1	1	-2
COc1ccccc1N(CC(=O)NC1CCCC1)C(=O)CCC(=O)Nc1cc(C)on1	-0.4	12	6	-4	17	-8	-3	-2	-1	-3
O=C(Nc1ccc(NS(=O)(=O)c2ccccc2)cc1)c1ccccc1	-0.8	2	-6	3	12	0	1	3	16	-3
CCOC(=O)C1CCN(C(=O)c2ccccc2N(C)S(=O)(=O)c2ccccc2)CC1	-0.5	19	-2	-3	10	11	6	-6	8	0
O=C(O)CC(=O)Nc1ccccc1C(=O)O	-0.1	-6	-9	-1	17	-4	1	0	nt	5
O=C(O)c1ccccc1NC(=O)N1CCOCC1	-0.2	20	-10	11	18	-4	-10	1	2	8
CCCn1c(Nc2ccc(Cl)cc2)nc2ccccc21	1.1	4	11	1	30	7	18	7	0	9
CC1CC(C)CN(C(=O)c2ccncc2)C1 (centres undefined)	-0.6	-1	-2	0	26	-13	-6	-3	-5	-5
COc1ccc2nc(NC(=O)CCc3cc(OC)c(OC)c(OC)c3)sc2c1	0.8	-6	-14	1	24	-16	-22	3	3	3
Cc1ccc(OCC(=O)Nc2ccc(N3CCN(C(=O)c4ccco4)CC3)cc2)cc1C	0.3	1	-21	0	7	14	10	4	-2	-2
O=C(O)CSc1cc(NS(=O)(=O)c2ccc(Cl)cc2)c2ccccc2c1O	0.1	21	-42	14	34	16	3	57*	11	1
CN=CC1=C(O)c2ccccc2C1=O	-0.1	-11	-44	1	6	-9	0	5	0	1
CC(=O)c1c(C)[nH]c(C(=O)NNC(=O)COc2ccc(Cl)cc2C)c1C	-1.0	13	nt	nt	17	-7	-1	nt	1	11
COc1ccc(C2CC3(CC(C)(C)NC(=O)N3)Oc3cc(O)ccc32)cc1 (centres undefined)	-0.4	-11	5	1	14	-3	-9	1	7	5
CC(C(=O)NCC1CCCCC1)N1CCN(S(=O)(=O)c2ccccc2F)CC1 (centres undefined)	-0.1	-18	-32	1	17	-7	-4	-7	10	-6
Nc1nnc(SCc2nc3scc(-c4ccccc4)c3c(=O)[nH]2)s1	0.2	-1	8	-1	9	-11	-1	8	6	-3
The list continues.
SMILES	HIF activator	aSyn 5UTR inh	KLF5 inh	HSP90 refold inh	AI-2 QS modul	HSF1 activator	HSF1 inhib	IEC-6 tox	Platelet DG rel	SKKanGAS inh
Cc1nc(SCC(=O)NCc2ccccc2)c2c(=O)n(C)c(=O)n(C)c2n1	-0.1	11	-8	-1	22	-9	2	1	1	-3
CCN(CC)CCn1c(NCc2ccccn2)nc2ccccc21	0.3	4	2	6	28	-7	-1	0	11	-2
Cc1ccc(C(=O)OCC(=O)NCCNC(=O)COC(=O)c2ccc(C)s2)s1	-0.4	8	nt	nt	19	-18	-2	nt	2	-6
O=C(/C=C/c1ccc(Cl)cc1)Nc1ccc(N2CCOCC2)cc1	-0.4	22	15	4	24	0	-4	6	7	-4
O=C1N/C(=N\N=C\c2cccs2)SC1Cc1ccc(Cl)cc1Cl (centres undefined)	-1.1	-42	-11	7	3	-31	-9	6	-3	13
CSc1cccc(NC(=O)C2CCCN(S(=O)(=O)c3ccc(F)cc3)C2)c1 (centres undefined)	-0.1	2	-26	5	12	5	7	5	4	-1
CC1=C/C(=N\S(=O)(=O)c2ccccc2)C(C(C)C)=CC1=O	-0.1	17	1	-3	32	1	-2	6	8	6
O=S1(=O)NC(C2CC2c2ccccc2)CCO1 (centres undefined)	-0.1	9	-33	1	5	18	4	4	4	-5
Cc1oc(-c2cc(F)ccc2F)nc1CN1CCN(c2ncnc3ccccc23)CC1	nt	nt	-25	0	2	nt	nt	-3	1	-24
COc1cc(NS(=O)(=O)c2ccc(NC(=O)c3ccc(S(=O)(=O)N4CCCCC4)cc3)cc2)ncn1	-0.5	14	-17	-2	27	nt	nt	-2	-3	11
CCOC(=O)C1=C(c2ccccc2)O/C(=C(\C(=O)OC)C(F)(F)F)S1	-0.5	-11	-6	1	12	9	-2	-1	-1	4
COc1ccc(CCNC(=O)C2CCN(C(=O)c3ccc(Cl)cc3)CC2)cc1OC	0.3	28	7	-2	11	-2	-3	0	-6	-6
